bIAP inhibitor: blocks bovine intestinal alkaline phosphatase activity; purified bovine IAP, CDP-star luminescence, 30 min; inhibition, % at 20 µM; 190,000 tested, under 10 active;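 active = over 50% inhibition of intestinal alkaline phosphatase at 20 µM in the single-dose screen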
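Assay system: bovine IAP enzyme; medium: DEA buffer 100 mM, pH 9.8, with MgCl2 1.0 mM, ZnCl2 0.02 mM; doses: 20 µM single dose; incubation: enzyme reaction for 30 min at room temperature; detection: CDP-star luminescence signal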
S1P3 antag: blocks the human S1P3 receptor. Q99500. CHO S1P3 NFAT-BLA reporter, FRET fluorescence, antagonist mode. inhibition, % at 4.98 µM. 170,000 tested, 0.27% active;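 active = inhibition above the plate cutoff, the mean inhibition of test wells on that plate plus 3 SD, cut at about 28% in these data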;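 also: cells challenged with S1P at its EC80 of 0.8 µM; blue over green emission ratio from cleaved BLA substrate after 4 h stimulation; 0% = S1P-stimulated wells and 100% = unstimulated DMSO-only wells; some compounds past the cut are filed as inactive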
Target sequence (Q99500 whole entry, looked up): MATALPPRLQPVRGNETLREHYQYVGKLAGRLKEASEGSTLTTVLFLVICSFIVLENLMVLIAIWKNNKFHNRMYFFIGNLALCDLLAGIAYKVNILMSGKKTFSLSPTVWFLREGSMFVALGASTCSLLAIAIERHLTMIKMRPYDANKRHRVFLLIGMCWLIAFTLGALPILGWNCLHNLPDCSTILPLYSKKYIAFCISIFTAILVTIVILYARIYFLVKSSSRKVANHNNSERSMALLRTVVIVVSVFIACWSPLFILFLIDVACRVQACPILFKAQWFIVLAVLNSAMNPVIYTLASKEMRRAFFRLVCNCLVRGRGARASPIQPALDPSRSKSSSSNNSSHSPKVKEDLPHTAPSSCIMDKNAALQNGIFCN
L major viab: reduces viability of Leishmania major promastigotes; resazurin fluorescence viability; inhibition, % at 10 µM; 200,000 tested, 9% active; in the data active = inhibition above about 50%;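 also: promastigotes grown with compound for 44 hours at 28 °C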
DTT redox prof: compounds producing H2O2 with reducing agent – biochemical, NIH compound library profiling, artefact control for MLSCN library redox annotation, primary screen; DTT-dependent redox cycling H2O2, phenol red/HRP absorbance; 100% = 100 µM peroxide control, 0% = buffer; activation, % at 10 µM; 200,000 tested, 0.03% active;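 active = activation of at least 50% relative to the plate's high and low controls in the primary single-dose screen; inactive = activation below 50%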;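 also: compound incubated with DTT at 0.8 mM final as the reducing agent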
TR-FRET SRC-2 ct: flags TR-FRET format artefacts in PPARgamma SRC-2 recruitment agonist screen. TR-FRET artefact counter-screen; stronger effect = higher value. TR-FRET ratio at 8 µM. 200,000 tested, 0.4% active; in the data active = TR-FRET ratio above about 2000; also: inactives centre near 1500; reference of the scale not given here
PPARg SRC2 recr: PPARgamma-driven SRC-2 recruitment agonism | P37231 | PPARgamma LBD-SRC-2 recruitment, biochemical | activation, % at 8 µM | 200,000 tested, 0.34% active; in the data active = activation above about 22%;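 also: 0% = vehicle and 100% = reference agonist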
ROMK mod: modulators of human ROMK potassium channel; Tet-inducible ROMK, thallium flux fluorescence; actives lie on both sides; B-score at 10 µM; 130,000 tested, 2% active; AID 1918;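 active = signal ratio slope over the read window, or its plate-corrected B-score, at least 3 SD from the plate mean, either direction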;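 also: B-score of the F/F0 ratio slope over 7 to 12 s after thallium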
Target sequence (P48048 whole entry, looked up): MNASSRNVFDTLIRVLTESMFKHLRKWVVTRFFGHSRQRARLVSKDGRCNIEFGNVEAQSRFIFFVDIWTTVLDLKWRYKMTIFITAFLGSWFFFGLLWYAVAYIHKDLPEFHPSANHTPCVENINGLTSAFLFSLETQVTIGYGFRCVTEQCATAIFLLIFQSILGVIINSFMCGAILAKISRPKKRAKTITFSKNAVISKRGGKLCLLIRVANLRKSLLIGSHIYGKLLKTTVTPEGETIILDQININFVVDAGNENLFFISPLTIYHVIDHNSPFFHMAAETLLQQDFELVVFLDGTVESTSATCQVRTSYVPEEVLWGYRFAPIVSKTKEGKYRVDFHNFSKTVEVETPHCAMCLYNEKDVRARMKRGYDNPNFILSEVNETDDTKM
RAM network inh: inhibitors of the yeast RAM network. AID 868. S. cerevisiae dse1pr::URA3 reporter, 5-FOA growth OD615, 2 d; analog-sensitive cbk1-as2 kinase mutant strain. inhibition, % at 50 µM. 190,000 tested, 1.8% active;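 active = inhibition above a set limit, 3 SD over mean compound inhibition, cut at about 8.4% in these data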;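 also: 0% = DMSO-only wells with no growth and 100% = 10 µM 1-NA-PP1 full growth; inhibition rescues growth on 5-FOA so higher OD means more RAM inhibition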
HMGR II inh: inhibitors of class II HMG-CoA reductase from Enterococcus faecalis; 190,000 tested, 0.41% active; inhibition, % at 10 µM; purified E. faecalis HMGR, NADPH absorbance 340 nm kinetic;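 active = inhibition above a set limit, the median over all tested compounds plus 3 SD, cut at about 9.5% in these data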;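 also: enzyme runs in reverse so mevalonate oxidation gives rising NADPH absorbance; 0% = complete reaction with DMSO and 100% = background rate lacking mevalonate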
PPARg SRC-3 ag: promotes SRC-3 coactivator recruitment by human PPARgamma; biochemical PPARgamma/SRC-3 coactivator recruitment assay; activation, % at 8 µM; 200,000 tested, 0.26% active; AID 731; in the data active = activation above about 23%;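 also: 0% = DMSO and 100% = reference agonist; some compounds past the cut are filed as inactive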
PPARg SRC-1 ag: PPARgamma-driven SRC-1 recruitment agonism; P37231; activation, % at 8 µM; 200,000 tested, 0.41% active; AID 631; PPARgamma-SRC-1 coactivator recruitment biochemical assay; in the data active = activation above about 19%;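 also: 0% = DMSO and 100% = reference agonist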
* = called active by the depositor.

For CCN1CCN(CCNC(=O)CSCc2nc(-c3ccc(OC)c(OC)c3)oc2C)CC1 the results were bIAP inhibitor 0, L major viab 88*, DTT redox prof 0.1, TR-FRET SRC-2 ct 1773, PPARg SRC2 recr 19, ROMK mod 0.92, RAM network inh 2.3, HMGR II inh 3, PPARg SRC-3 ag 11 and PPARg SRC-1 ag 4.
Cc1ccccc1-c1cc(-c2ccccc2O)on1 was read as bIAP inhibitor 18, L major viab -6, DTT redox prof -6.5, TR-FRET SRC-2 ct 1446, PPARg SRC2 recr 2, ROMK mod -0.15, RAM network inh 0.9, HMGR II inh -6, PPARg SRC-3 ag -2 and PPARg SRC-1 ag 0.
O=C1CCC([N+](=O)[O-])C(c2cc3c(cc2Br)OCO3)N1 (stereo not drawn) was read as S1P3 antag 13, L major viab 2, DTT redox prof -0.2, TR-FRET SRC-2 ct 1661, PPARg SRC2 recr 11, ROMK mod 0.4, RAM network inh 1.6, HMGR II inh -2, PPARg SRC-3 ag 2 and PPARg SRC-1 ag 8.
Screening O=C(NCCN1C(=O)S/C(=C\c2ccc(Cl)cc2)C1=O)c1ccc(F)c(S(=O)(=O)N2CCOCC2)c1 returned bIAP inhibitor 1, S1P3 antag -8, L major viab 8, DTT redox prof -0.4, TR-FRET SRC-2 ct 1845, PPARg SRC2 recr 12, ROMK mod -0.46, RAM network inh 8.2, HMGR II inh 1, PPARg SRC-3 ag 2 and PPARg SRC-1 ag 3.
CC(C)N1CCN(Cc2ccc3nsnc3c2)CC1CCO (stereo not drawn) was read as bIAP inhibitor 4, S1P3 antag 8, L major viab -3, DTT redox prof -1.3, TR-FRET SRC-2 ct 1592, PPARg SRC2 recr 6, ROMK mod 0.15, RAM network inh 1.4, HMGR II inh 3, PPARg SRC-3 ag -1 and PPARg SRC-1 ag 6.
Screening COc1ccc(NC(=O)CSc2nc3c(c(=O)n2-c2ccc(C)cc2)SCC3)c(OC)c1 returned bIAP inhibitor 23, S1P3 antag -6, L major viab 1, DTT redox prof 0.0, TR-FRET SRC-2 ct 1404, PPARg SRC2 recr 3, ROMK mod 0.074, RAM network inh 7.0, HMGR II inh 0, PPARg SRC-3 ag 1 and PPARg SRC-1 ag -3.
O=c1c2c3c(sc2nc(NCCO)n1Cc1ccco1)CCCCC3 was read as bIAP inhibitor 19, S1P3 antag 9, L major viab 8, DTT redox prof -0.4, TR-FRET SRC-2 ct 1707, PPARg SRC2 recr 6, RAM network inh 5.8, HMGR II inh -1, PPARg SRC-3 ag 5 and PPARg SRC-1 ag 5.
`NS(=O)(=O)c1ccc(NC(=O)CSc2nnc(-c3cnccn3)n2-c2ccccc2)cc1` gave bIAP inhibitor -4, S1P3 antag -47, L major viab -2, DTT redox prof 0.6, TR-FRET SRC-2 ct 1404, PPARg SRC2 recr -5, ROMK mod 0.87, RAM network inh 3.0, HMGR II inh -6, PPARg SRC-3 ag 3 and PPARg SRC-1 ag -3.
For CC(=O)OC(C#CCN1CCOCC1)c1ccccc1 (stereo not drawn) the results were bIAP inhibitor 12, L major viab -4, DTT redox prof 0.0, TR-FRET SRC-2 ct 1523, PPARg SRC2 recr 1, ROMK mod 0.28, RAM network inh 3.1, HMGR II inh -6, PPARg SRC-3 ag 4 and PPARg SRC-1 ag 2.
Screening CC(=O)Nc1c(O)nc(SCc2ccc(Cl)cc2)[nH]c1=O returned bIAP inhibitor 13, S1P3 antag 3, L major viab 46, DTT redox prof 5.1, TR-FRET SRC-2 ct 1440, PPARg SRC2 recr -12, ROMK mod -0.14, RAM network inh 0.8, HMGR II inh -5, PPARg SRC-3 ag 0 and PPARg SRC-1 ag -7.
`CCCN(C(=O)c1ccccc1N)c1c(C)n(C)n(-c2ccccc2)c1=O` gave bIAP inhibitor 2, S1P3 antag -45, L major viab -3, DTT redox prof 0.8, TR-FRET SRC-2 ct 1795, PPARg SRC2 recr -7, ROMK mod 0.34, RAM network inh 0.7, HMGR II inh -3, PPARg SRC-3 ag 14 and PPARg SRC-1 ag 7.
For Cc1ccc(-c2noc(CN(C(=O)c3cccc(Br)c3)C(C)C)n2)cc1 the results were bIAP inhibitor 8, S1P3 antag -20, L major viab 1, DTT redox prof -0.6, TR-FRET SRC-2 ct 1814, PPARg SRC2 recr 13, RAM network inh 6.9, HMGR II inh 1, PPARg SRC-3 ag 0 and PPARg SRC-1 ag 5.
For CCCn1c(=N)n(CC(O)COc2cccc(C)c2)c2ccccc21 (stereo not drawn) the results were bIAP inhibitor -1, S1P3 antag 3, L major viab 96*, DTT redox prof -0.3, TR-FRET SRC-2 ct 1479, PPARg SRC2 recr 5, ROMK mod -3.4*, RAM network inh -0.7, HMGR II inh -9, PPARg SRC-3 ag -2 and PPARg SRC-1 ag 4.
Screening CCOC(=O)C(C)Oc1c(Br)cc(C2NC(=O)NC(C)=C2C(C)=O)cc1OCC (stereo not drawn) returned bIAP inhibitor -6, L major viab -1, DTT redox prof 0.2, TR-FRET SRC-2 ct 1554, PPARg SRC2 recr 3, RAM network inh 0.3, HMGR II inh 2, PPARg SRC-3 ag 0 and PPARg SRC-1 ag -1.
For CC(C(=O)N=c1sc2ccccc2n1C)N1C(=O)C2CC=CCC2C1=O (stereo not drawn) the results were bIAP inhibitor -10, S1P3 antag -12, L major viab 12, DTT redox prof -0.2, TR-FRET SRC-2 ct 1200, PPARg SRC2 recr -5, RAM network inh -0.5, HMGR II inh -4, PPARg SRC-3 ag -3 and PPARg SRC-1 ag 4.
Screening CCOc1ccc(OCC)c(NC(=O)CN2CCN(c3cccc(C)c3C)CC2)c1 returned bIAP inhibitor 6, L major viab -1, DTT redox prof -0.8, TR-FRET SRC-2 ct 1711, PPARg SRC2 recr 3, ROMK mod 0.68, RAM network inh 1.4, HMGR II inh -1, PPARg SRC-3 ag 1 and PPARg SRC-1 ag 2.
COc1cc(CNC(=O)CCCC/C=C\C(C)C)ccc1O was read as bIAP inhibitor 10, S1P3 antag 8, TR-FRET SRC-2 ct 1420, PPARg SRC2 recr 6, HMGR II inh 5, PPARg SRC-3 ag 3 and PPARg SRC-1 ag -1.
`Cc1nnc(SCCn2c(N3CCCC(C)C3)nc3c2c(=O)[nH]c(=O)n3C)s1` (stereo not drawn) gave bIAP inhibitor 6, S1P3 antag -18, L major viab 1, DTT redox prof -0.7, TR-FRET SRC-2 ct 1400, PPARg SRC2 recr 5, RAM network inh 0.2, HMGR II inh 3, PPARg SRC-3 ag -9 and PPARg SRC-1 ag 5.
Screening COc1ccc(N(CCCN2C(=O)c3cccc4cccc(c34)C2=O)C(=O)c2cccnc2)cc1 returned bIAP inhibitor -30, S1P3 antag 4, L major viab 51*, DTT redox prof 0.5, TR-FRET SRC-2 ct 1440, PPARg SRC2 recr 0, ROMK mod -0.6, RAM network inh 2.0, HMGR II inh -1, PPARg SRC-3 ag 1 and PPARg SRC-1 ag 6.
`CCCCOP(=O)(OCCCC)C1(NS(=O)(=O)c2ccccc2)C=CC(=O)c2ccccc21` (stereo not drawn) gave bIAP inhibitor 2, L major viab 100*, DTT redox prof -3.8, TR-FRET SRC-2 ct 1472, PPARg SRC2 recr 2, RAM network inh 5.1, HMGR II inh 0, PPARg SRC-3 ag -4 and PPARg SRC-1 ag 1.
For Cc1ccc(-n2c(=O)[nH]c3c(C(N)=O)nc(-c4ccc(C)o4)nc32)cc1 the results were bIAP inhibitor -20, S1P3 antag -12, L major viab 34, DTT redox prof -0.5, TR-FRET SRC-2 ct 1667, PPARg SRC2 recr 2, RAM network inh 2.9, HMGR II inh 2, PPARg SRC-3 ag -1 and PPARg SRC-1 ag 4.
For CCOC(=O)n1c(=O)n(Cc2ccc(F)cc2)c2ccccc21 the results were bIAP inhibitor -8, S1P3 antag -2, L major viab -7, DTT redox prof 8.6, TR-FRET SRC-2 ct 1694, PPARg SRC2 recr 0, ROMK mod -0.4, RAM network inh 1.4, HMGR II inh 0, PPARg SRC-3 ag 0 and PPARg SRC-1 ag -1.
For Cc1cc(N2CCN(S(=O)(=O)c3ccc(Br)cc3)CC2)n2ncnc2n1 the results were bIAP inhibitor 2, S1P3 antag 5, L major viab 5, DTT redox prof -1.1, TR-FRET SRC-2 ct 1551, PPARg SRC2 recr -6, ROMK mod 0.97, RAM network inh -0.8, HMGR II inh -8, PPARg SRC-3 ag -2 and PPARg SRC-1 ag -12.
For COCCNc1nnc(SCC(=O)NNC(=O)c2ccccc2)s1 the results were bIAP inhibitor -11, S1P3 antag -9, L major viab -9, DTT redox prof 0.0, TR-FRET SRC-2 ct 1553, PPARg SRC2 recr -2, ROMK mod 0.5, RAM network inh -0.4, HMGR II inh 0, PPARg SRC-3 ag -2 and PPARg SRC-1 ag -3.
For O=C(NC1CCCCC1)c1cnn2c(C(F)(F)F)cc(-c3ccco3)nc12 the results were bIAP inhibitor -1, L major viab 29, DTT redox prof 1.7, TR-FRET SRC-2 ct 1491, PPARg SRC2 recr -2, RAM network inh 0.9, HMGR II inh -6, PPARg SRC-3 ag -7 and PPARg SRC-1 ag 2.
`CNCCCOc1cc(C)cc(C)c1C` gave bIAP inhibitor 8, S1P3 antag -20, L major viab 7, DTT redox prof -2.4, TR-FRET SRC-2 ct 1806, PPARg SRC2 recr 7, ROMK mod 0.49, RAM network inh 0.6, HMGR II inh -5, PPARg SRC-3 ag 2 and PPARg SRC-1 ag 6.
COC(=O)CCCCCN1C(=O)NC(c2ccc(-c3ccccc3)cc2)C(C(=O)OCc2ccccc2)=C1C (stereo not drawn) was read as bIAP inhibitor 9, S1P3 antag -4, L major viab 1, DTT redox prof 1.2, TR-FRET SRC-2 ct 1435, PPARg SRC2 recr -10, ROMK mod 0.7, RAM network inh 16*, HMGR II inh -10, PPARg SRC-3 ag -2 and PPARg SRC-1 ag 2.
`CN(C)S(=O)(=O)c1c(Cl)cccc1Cl` gave bIAP inhibitor 6, L major viab 11, DTT redox prof 0.2, TR-FRET SRC-2 ct 1214, PPARg SRC2 recr 2, ROMK mod 0.04, RAM network inh 1.7, HMGR II inh 0, PPARg SRC-3 ag -13 and PPARg SRC-1 ag -2.
For CN(Cc1cccc2cnccc12)C(=O)CCc1nnc(CCc2ccccc2)o1 the results were bIAP inhibitor -14, S1P3 antag -4, L major viab 2, DTT redox prof 1.0, TR-FRET SRC-2 ct 1519, PPARg SRC2 recr -3, ROMK mod 0.062, RAM network inh 0.5, HMGR II inh -3, PPARg SRC-3 ag -1 and PPARg SRC-1 ag -3.
Screening CN(C)C(=O)COc1ccc2cc(-c3ccccc3)c(=O)oc2c1 returned bIAP inhibitor -2, S1P3 antag 13, L major viab 10, DTT redox prof -2.2, TR-FRET SRC-2 ct 1598, PPARg SRC2 recr 4, RAM network inh 0.9, HMGR II inh -1, PPARg SRC-3 ag 2 and PPARg SRC-1 ag -2.
For CCCCOc1ccc(CN2CCCCC2)cc1 the results were bIAP inhibitor -6, S1P3 antag 10, L major viab 93*, DTT redox prof -0.6, TR-FRET SRC-2 ct 1662, PPARg SRC2 recr 17, RAM network inh 0.9, HMGR II inh -1, PPARg SRC-3 ag 12 and PPARg SRC-1 ag 11.
